Pol beta inh = blocks human DNA polymerase beta activity | AID 485314 | P06746 | actives 1.3% (n = 340,000) | Pol beta primer extension/strand displacement, fluorescence kinetic | Potency, µM (highest dose often 114 µM), for inactives: top-dose activity change, negative = inhibition, actives largely listed as inhibitors; note: potency is the fitted concentration of half-maximal effect; % is set by controls: 0 for no effect and ±100 for the full control effect
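Human Pol beta at 10 nM; strand-displacement substrate 50 nM final. Compound exposure 15 min at room temperature before start, reaction 10 min at room temperature.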
Apoferritin bind = candidate novel general anesthetic via apoferritin binding. Potency, µM (top dose mostly 77.5 µM), for inactives: at the top dose activity change, negative = displacement, most hits filed as inhibitors. P02791. actives 0.074% (n = 350,000). apoferritin/1-aminoanthracene competitive binding, fluorescence. AID 485281; note: potency is the fitted concentration of half-maximal effect; % is set by controls: 0 for no effect and ±100 for the full control effect; nearly all actives have a fitted effect of over 20% in size
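Concentration-response curves derived by four-parameter Hill fitting of normalized fluorescence, where compounds displaced 1-AMA from 10 uM horse apoferritin following a brief 10 min room-temperature incubation; propofol titration acted as positive control.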
ALOX12 inh = ALOX12 (human) lipoxygenase inhibition. P18054. purified 12hLO, xylenol orange hydroperoxide absorbance. Potency, µM (doses to about 108 µM), without a hit: at the top dose activity change, negative = inhibition, most hits filed as inhibitors. actives 1.1% (n = 580,000). AID 1671190; note: potency is the fitted concentration of half-maximal effect; % is set by controls: 0 for no effect and ±100 for the full control effect
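Hydroperoxide product was detected by ferrous iron/xylenol orange as the 573 to 405 nm absorbance ratio. Arachidonic acid at 40 uM (final) was turned over for 30 min at room temperature by 150 nM human 12hLO, pH 7.0 Hepes buffer, after 15 min compound preincubation.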
APE1 inh = blocks human APE1 abasic DNA cleavage | actives 0.35% (n = 350,000) | P27695 | recombinant APE1, TAMRA/BHQ-2 abasic DNA cleavage fluorescence | Potency, µM (top dose mostly 65.8 µM), for the others: at the highest dose activity change, negative = inhibition, hits mostly inhibitors;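 note: potency is the fitted concentration of half-maximal effect; plate controls were vehicle for no effect and reference inhibitor for full effect; nearly all actives have a fitted effect of over 55% in size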
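Kinetic fluorescence read (525 ex/598 em nm, three reads 60 s apart) of AP-site incision; signal = third minus first read. Enzyme 0.75 nM, dual-labelled THF duplex 50 nM, compound preincubation 15 min RT.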
TRHR ag = TRH receptor (human) agonism. TRHR cells, calcium flux fluo-8, FDSS agonist mode. activation, % at 2 µM. actives 0.18% (n = 360,000); in the data active = activation above about 30%; note: 0% is about no effect
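TRHR-expressing cells, plated overnight in medium with 10% serum, were loaded with fluo-8 calcium dye at room temperature. After a 10 s baseline, library compound was pin-added and calcium release was recorded kinetically (ex 480/em 530) as agonist response.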
Pol iota inh = DNA polymerase iota (human) inhibition. Q9UNA4. Pol iota fluorescent replication assay, 10 min. Potency, µM (doses to about 115 µM), for the others: at the highest dose activity, negative = inhibition, usual class: inhibitors. actives 1% (n = 390,000); note: potency is the fitted concentration of half-maximal effect
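Pol iota at 10 nM preincubated 15 min with compounds at room temperature; reaction started with fluorescent substrate, 50 nM final. Fluorescence read kinetically at 0 and 10 min; buffer-only wells as negative control.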
Pol kappa inh = inhibitors of human DNA polymerase kappa. Potency, µM (titrated, usually from 107 µM), without a hit: at the highest dose activity, negative = inhibition, hits mostly inhibitors. actives 0.53% (n = 400,000). Q9UBT6. purified Pol kappa, fluorescent DNA synthesis assay, 10 min; note: potency is the fitted concentration of half-maximal effect; % is set by controls: 0 for no effect and ±100 for the full control effect
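50 nM final substrate added after 15 min RT preincubation of 10 nM Pol kappa with compound; fluorescence read at 0 and 10 min.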
BLM helicase inh = inhibitors of human Bloom syndrome helicase BLM | Potency, µM (top dose mostly 56.1 µM), for inactives: top-dose activity change, negative = inhibition, usual class: inhibitors | recombinant BLM DNA unwinding, fluorescence dequenching | actives 0.2% (n = 350,000) | AID 2528 | P54132;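 note: potency is the fitted concentration of half-maximal effect; plate controls were vehicle for no effect and no enzyme for full effect; nearly all actives have a fitted effect of over 35% in size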
Target sequence (P54132 whole entry, looked up): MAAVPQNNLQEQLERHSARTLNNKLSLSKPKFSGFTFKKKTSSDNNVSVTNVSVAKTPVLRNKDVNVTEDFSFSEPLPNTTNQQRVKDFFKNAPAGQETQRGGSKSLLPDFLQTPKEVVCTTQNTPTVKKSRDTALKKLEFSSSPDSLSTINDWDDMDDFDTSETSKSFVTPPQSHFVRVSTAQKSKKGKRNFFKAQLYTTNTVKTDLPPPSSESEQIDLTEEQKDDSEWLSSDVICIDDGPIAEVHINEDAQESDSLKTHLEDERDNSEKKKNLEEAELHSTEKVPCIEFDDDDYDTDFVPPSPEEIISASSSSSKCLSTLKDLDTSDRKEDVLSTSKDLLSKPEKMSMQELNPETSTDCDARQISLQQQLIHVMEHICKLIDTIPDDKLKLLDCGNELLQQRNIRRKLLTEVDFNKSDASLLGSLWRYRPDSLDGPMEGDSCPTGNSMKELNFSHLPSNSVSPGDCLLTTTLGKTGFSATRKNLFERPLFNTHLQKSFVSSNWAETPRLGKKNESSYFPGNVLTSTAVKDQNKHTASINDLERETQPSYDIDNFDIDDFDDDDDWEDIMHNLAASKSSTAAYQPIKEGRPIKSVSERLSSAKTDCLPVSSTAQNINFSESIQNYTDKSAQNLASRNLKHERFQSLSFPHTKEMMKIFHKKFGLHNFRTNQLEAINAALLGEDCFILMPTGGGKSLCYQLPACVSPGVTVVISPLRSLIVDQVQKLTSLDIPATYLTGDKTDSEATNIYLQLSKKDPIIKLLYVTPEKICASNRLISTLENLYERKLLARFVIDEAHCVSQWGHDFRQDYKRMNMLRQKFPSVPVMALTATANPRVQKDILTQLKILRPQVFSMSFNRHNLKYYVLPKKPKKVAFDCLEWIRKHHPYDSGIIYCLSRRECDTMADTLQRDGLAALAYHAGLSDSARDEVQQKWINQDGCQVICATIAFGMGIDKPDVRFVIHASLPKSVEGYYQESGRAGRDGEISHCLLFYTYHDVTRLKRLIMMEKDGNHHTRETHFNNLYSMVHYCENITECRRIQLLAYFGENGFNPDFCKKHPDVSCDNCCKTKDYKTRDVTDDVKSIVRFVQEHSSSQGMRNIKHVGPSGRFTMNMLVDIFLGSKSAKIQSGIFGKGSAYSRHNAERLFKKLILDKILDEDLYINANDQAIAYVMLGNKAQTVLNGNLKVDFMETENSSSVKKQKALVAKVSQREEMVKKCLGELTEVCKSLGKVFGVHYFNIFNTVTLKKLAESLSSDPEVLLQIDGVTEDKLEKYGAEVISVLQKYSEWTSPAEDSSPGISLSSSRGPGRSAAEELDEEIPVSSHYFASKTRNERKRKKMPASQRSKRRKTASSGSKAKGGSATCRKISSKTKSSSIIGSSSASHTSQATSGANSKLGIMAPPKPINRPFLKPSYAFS
ERG Ets-DNA blk = blocks human ERG Ets domain binding to DNA. P11308. fluorescence polarization, His-ERG Ets domain / labelled DNA. Potency, µM (highest dose often 76.9 µM), inactives show at the top dose FP activity, negative = inhibition, usual class: inhibitors. actives 0.028% (n = 370,000). AID 624246; active = well fitted inhibition curve with a large enough effect in the polarisation, with a control signal flat; inconclusive = small, poorly fitted or top-dose-only effect, or effect the other way, or a change in a side signal; inactive = no such curve, though single readings can be large or run the other way; the % refers to the polarisation;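 note: polarization taken with two DNA probes labelled with fluorescein and Texas red; potency is the fitted concentration of half-maximal effect; % of control where 0% means no effect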
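His-tagged ERG Ets domain (1 uM in the protein solution; 300mM KCl, 50mM Tris-HCl, 1mM EDTA, 1mM DTT, pH 7.5) received compound, then a probe mix of 5 nM fluorescein-DNA and 100nM Texas-615-DNA. Fluorescence polarization was read for both dyes.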
* marks the source's active call; other numbers are inactive results; ? = inconclusive; nt = not tested or not shown; & = joins results of further samples; [ ] = another dose, or the depositor's remark. Unless noted, calls come from the whole dose curve; as a rule, active = well fitted curve in the direction sought with a large enough effect; inconclusive = small, poorly fitted or top-dose-only effect, or another doubt; inactive = no such curve, though single readings can be large; an effect the other way counts as inactive or inconclusive.

Structure	Pol beta inh	ERG Ets-DNA blk	APE1 inh	BLM helicase inh	ALOX12 inh	Pol iota inh	TRHR ag	Pol kappa inh	Apoferritin bind
COCCCNC(=O)CCC(=O)NNc1nc2ccccc2c2nc(C)nn12	43%&24%	6%&3%	-1%	-1%&-1%	-9%&-25%	-11%&-20%	-0.1&-0.5	-3%&-14%	?
COc1ccc(-n2nc3c(N4CCC(C(=O)NCCc5ccccc5C)CC4)nnc(C)c3c2C)cc1	10%	3%	77%[activator]	2%	nt	38%[activator]	-0.7	-2%	-12%
COC(=O)c1ccc(C(=O)OC)c(NC(=O)/C=C/C(=O)O)c1	1%	3%	4%	11%	-9%	30%[activator]	0.1	-12%	83%[activator]
O=C(c1cccc(S(=O)(=O)NCc2ccccc2)c1)N1CCCCC1	nt	6%	-4%	nt	-3%	28%	0.1	-17%	nt
CCc1ccc(N2CC(C(=O)OCC(=O)Nc3ccc(C#N)cc3)CC2=O)cc1 (stereo not given)	nt	5%	32%	nt	?	23%	-0.3	-5%	nt
CCC(=O)NC(=S)NNC(=O)c1ccc(O)cc1	5%	12%	14%	1%	-6%	?	-0.5	6%	?
CCCc1cc(=O)[nH]c(SCC(=O)c2cc(C)n(C(C)COC)c2C)n1 (stereo not given)	-2%	0%	2%	-2%	5%	18%	0.2	-11%	-16%
S=c1[nH]nc(CSCc2ccccc2Cl)n1-c1ccccc1	27%	-5%	13%	-4%	?	17%	0.0	-9%	?
Cc1cc2ccccn2c1C(=O)c1ccc(Cl)c([N+](=O)[O-])c1	1%	4%	-5%	-11%	-11%	14%	1.0	-12%	-11%
COc1cccc(OCc2nc3ccccc3[nH]2)c1	25%	-5%	8%	3%	27%	-13%	-0.9	17%	-8%
COc1ccc(NC(=O)Cc2ccc(C)cc2)cc1S(=O)(=O)N1CCCCC1	nt	6%	6%	nt	182%[activator]	-2%	0.3	2%	nt
O=C(Nc1ccc(-c2cn3ccsc3n2)cc1)C1COc2ccccc2O1 (stereo not given)	-3%	4%	-5%	-4%	0%	-29%[58.9 µM]	-0.2	-8%	0%

Entries shown so far that contain sulfur (6):
Structure	Pol beta inh	ERG Ets-DNA blk	APE1 inh	BLM helicase inh	ALOX12 inh	Pol iota inh	TRHR ag	Pol kappa inh	Apoferritin bind
O=C(c1cccc(S(=O)(=O)NCc2ccccc2)c1)N1CCCCC1	nt	6%	-4%	nt	-3%	28%	0.1	-17%	nt
CCC(=O)NC(=S)NNC(=O)c1ccc(O)cc1	5%	12%	14%	1%	-6%	?	-0.5	6%	?
CCCc1cc(=O)[nH]c(SCC(=O)c2cc(C)n(C(C)COC)c2C)n1 (stereo not given)	-2%	0%	2%	-2%	5%	18%	0.2	-11%	-16%
S=c1[nH]nc(CSCc2ccccc2Cl)n1-c1ccccc1	27%	-5%	13%	-4%	?	17%	0.0	-9%	?
COc1ccc(NC(=O)Cc2ccc(C)cc2)cc1S(=O)(=O)N1CCCCC1	nt	6%	6%	nt	182%[activator]	-2%	0.3	2%	nt
O=C(Nc1ccc(-c2cn3ccsc3n2)cc1)C1COc2ccccc2O1 (stereo not given)	-3%	4%	-5%	-4%	0%	-29%[58.9 µM]	-0.2	-8%	0%

(further entries)
Structure	Pol beta inh	ERG Ets-DNA blk	APE1 inh	BLM helicase inh	ALOX12 inh	Pol iota inh	TRHR ag	Pol kappa inh	Apoferritin bind
Cc1ccc(Cl)cc1NC(=O)CN1C(=O)CCc2ccccc21	0%	6%	nt	-8%	-19%	17%	0.8	2%	57%[activator]
CC1=C(C#N)C(NC(=O)C(C)(C)C)(C(F)(F)F)C(=O)N1 (stereo not given)	19%	1%	-4%	-2%	-12%	34%[activator]	-0.1	-4%	-6%
CCC(=O)Nc1nnc(-c2ccc(Cl)s2)o1	42%	0%	-2%	3%	0%	-6%	-0.4	0%	-4%
S=C(Nc1ccccc1)Nc1cccc(Cl)c1Cl	13%	-3%	14%	0%	-18%	-9%	0.4	-4%	?
COC(=O)C1=C(C)N(Cc2ccccc2)C(=NCCc2c[nH]c3ccccc23)N[C@H]1c1cccc(C(F)(F)F)c1	11%	-9%	-17%&42%	0%	nt	29%	0.6	-27%	?
O=C(NCc1cccs1)c1ccc(CSc2nc3cccnc3n2Cc2ccccc2F)cc1	3%	5%	nt	-1%	?	-4%	0.9	-7%	1%
CCOC(=O)C1CCN(CC(=O)Nc2c(C(=O)OC)n(C)c3cccc(C)c23)CC1	-2%	-1%	5%	1%	-5%	-21%	-0.1	-6%	-4%
CCc1ccc(-n2c(N3CCN(c4ccc(F)cc4)CC3)nc3ccccc3c2=O)cc1	2%	-7%	nt	-7%	-25%	16%	0.1	-4%	4%
Cc1[nH]c(=O)[nH]c(=O)c1S(=O)(=O)Nc1cccc([N+](=O)[O-])c1C	-18%	-11%	8%	-1%	8%	107%[activator]	0.1	0%	-6%
Cc1cc(C)n(C(=O)CNC(=O)c2ccc3c(c2)OCCO3)n1	9%	2%	-2%	1%	2%	-12%	2.4	14%	-12%
COc1ccccc1OCC(=O)N(Cc1nc(-c2ccccc2)no1)C1CCCCC1	7%	-8%	-2%	-9%	?	-4%	0.4	-8%	1%
CC(=O)Nc1cccc2c1Cc1ccccc1-2	29%	-9%	15%	-2%	nt	19%	0.5	0%	-4%

(list continues)
Structure	Pol beta inh	ERG Ets-DNA blk	APE1 inh	BLM helicase inh	ALOX12 inh	Pol iota inh	TRHR ag	Pol kappa inh	Apoferritin bind
O=C(CSc1nc2ccccc2n1Cc1ccccc1F)NCc1ccccc1	-22%	-1%	nt	-5%	-14%	41%[activator]	0.6	-5%[60.1 µM]	24%
CCc1nc2ccccc2c(C(=O)Nc2ccc(F)cc2)c1C	-9%	5%	24%	-1%	7%	29%	1.0	4%	-1%
COC(=O)CCCC1=CC2=CC(=O)C(C)(OC(=O)c3cccs3)C(=O)C2=CN1Cc1ccc2c(c1)OCO2 (stereo not given)	50µM*	-18%	-2%[12.4 µM]	-20%[12.4 µM]	-11%	32µM*	-0.3	-35%	-3%
CC(C)N(C)C1CCN(C(=O)Nc2ccc(Cl)cc2)CC1	6%	-9%	0%	0%	16%	-5%	0.1	-21%	-9%
CCCCN(C(=O)c1ccc(C)o1)c1c(N)n(CCCC)c(=O)[nH]c1=O	nt	5%	39%	nt	-8%	8%	0.6	0%	nt
COc1ccc2ncccc2c1Cc1c(OC)ccc2ncccc12	nt	-4%	nt	nt	?	?	nt	-7%	nt
CC1=C(C(=O)Nc2ccccc2C)C2(CCCC2)C(C(N)=O)C(=O)N1 (stereo not given)	-4%	-7%	-7%	-1%	26%	5%[58.9 µM]	0.8	3%	6%
COc1ccc(/C=N/NC(=O)CCC(=O)Nc2ccc(F)cc2)c(OC)c1	22%	-10%	25%	-11%	0%	55%[activator]	-1.1	-4%	?
COc1ccc(CCN2CCCC(CN(C)Cc3cccc(OC)c3)C2)cc1 (stereo not given)	3%	-4%	6%	5%	?	-1%	0.3	-9%	-5%
O=C(COC(=O)c1ccccc1Cl)NC1CCCCCC1	nt	0%	68%[activator]	nt	-11%	28%	nt	-2%	nt
Cc1ccc(OCC(=O)N2CC(C)OC(C)C2)c([N+](=O)[O-])n1 (stereo not given)	-1%	-6%	1%	-3%	0%	167%[activator]	0.3	5%	1%
Fc1ccc(OCCCn2ccnc2)cc1	1%	-7%	14%	1%	?	-15%	-0.5	19%	0%

(further entries)
Structure	Pol beta inh	ERG Ets-DNA blk	APE1 inh	BLM helicase inh	ALOX12 inh	Pol iota inh	TRHR ag	Pol kappa inh	Apoferritin bind
O=C(NCCCN1CCc2ccccc2C1)C1CCN(S(=O)(=O)N2CCC3(CC2)OCCO3)CC1	0%	-1%	10%	0%	-17%	26%	0.7	6%	-1%
O=C(CCCn1c(=S)[nH]c2cc3c(cc2c1=O)OCO3)NCc1ccccc1Cl	28%	0%	20%	0%	5%	24%	-1.9	-3%	-4%
CCc1ccc(C(=O)c2cn(CC(=O)Nc3ccc4c(c3)OCCO4)c3ccc(F)cc3c2=O)cc1	3%	-1%	nt	-7%	-24%	15%	1.6	-25%	-4%
COc1ccc(C(=O)N2CCNC(=O)C2CC(=O)Nc2ccc(C)c(C)c2)cc1 (stereo not given)	6%	-3%	-2%	0%	-1%	28%	0.5	-6%	-9%
NNC(=O)c1cccc(S(=O)(=O)Nc2cccc(C(F)(F)F)c2)c1	20%	-13%	18%	-1%	-1%	29%	0.4	-1%	-6%
O=C(CNc1ccccc1)N/N=C/c1ccc2c(c1)OCO2	6%	20%	13%	1%	?	-9%	-1.0	-7%	-18%
Cc1nnc(SCC(=O)NCC2CCCO2)n1-c1ccccc1 (stereo not given)	20%	2%	0%	2%	0%	-8%	-0.1	-2%	-4%
c1ccc2c(c1)CCNC2c1ccncc1 (stereo not given)	19%	1%	16%	-3%	8%	184%[activator]	0.6	1%	6%
N/C(=N\OC(=O)COc1ccc(Cl)cc1)c1ccc(Cl)cc1	12%	5%	3%	1%	-8%	-3%	0.1	0%	0%

Screening results (PubChem)

Some of the compounds tested; the hit share may differ from the screen's.
